Screening results as filed in PubChem BioAssay.
DNMT1 inh = inhibitors of human DNMT1; P26358; DNMT1 molecular beacon, Hinp1I cleavage, fluorescence; inhibition (reported as % activation of signal), % at 10 µM; hit rate 0.83% among 360,000; AID 588458; in the data active = inhibition above about 50%
Target sequence (P26358 504-1616 limits assumed): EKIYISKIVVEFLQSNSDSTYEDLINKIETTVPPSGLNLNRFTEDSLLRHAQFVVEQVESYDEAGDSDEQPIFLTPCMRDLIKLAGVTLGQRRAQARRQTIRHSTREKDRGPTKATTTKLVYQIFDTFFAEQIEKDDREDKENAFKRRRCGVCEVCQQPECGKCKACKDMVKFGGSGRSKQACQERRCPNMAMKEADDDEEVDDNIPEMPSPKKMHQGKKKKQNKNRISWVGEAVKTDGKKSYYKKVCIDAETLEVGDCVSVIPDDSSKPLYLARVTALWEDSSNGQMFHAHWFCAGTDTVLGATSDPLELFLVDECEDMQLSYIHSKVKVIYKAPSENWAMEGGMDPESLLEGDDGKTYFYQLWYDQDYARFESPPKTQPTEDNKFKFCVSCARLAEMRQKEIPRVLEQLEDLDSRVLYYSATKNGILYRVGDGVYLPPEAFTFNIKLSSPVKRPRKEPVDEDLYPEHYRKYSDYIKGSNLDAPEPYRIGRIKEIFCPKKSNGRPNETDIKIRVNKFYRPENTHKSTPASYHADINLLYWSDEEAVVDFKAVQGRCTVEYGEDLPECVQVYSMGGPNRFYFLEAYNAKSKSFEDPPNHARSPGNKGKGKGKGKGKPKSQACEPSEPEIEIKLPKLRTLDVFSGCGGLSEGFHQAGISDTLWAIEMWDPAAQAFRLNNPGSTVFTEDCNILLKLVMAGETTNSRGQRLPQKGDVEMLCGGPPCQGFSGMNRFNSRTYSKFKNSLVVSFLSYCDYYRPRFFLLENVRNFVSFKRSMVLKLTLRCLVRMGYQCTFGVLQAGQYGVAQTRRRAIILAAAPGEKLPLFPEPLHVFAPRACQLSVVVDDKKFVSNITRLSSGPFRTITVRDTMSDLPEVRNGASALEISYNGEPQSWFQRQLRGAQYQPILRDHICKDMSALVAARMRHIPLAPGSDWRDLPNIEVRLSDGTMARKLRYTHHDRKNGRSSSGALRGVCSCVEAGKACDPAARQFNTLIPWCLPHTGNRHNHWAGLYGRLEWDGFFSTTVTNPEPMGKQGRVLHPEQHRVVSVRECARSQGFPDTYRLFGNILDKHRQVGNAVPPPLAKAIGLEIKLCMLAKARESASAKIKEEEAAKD
NadD inh = blocks S. aureus nicotinate mononucleotide adenylyltransferase | hit rate 0.78% among 360,000 | purified NadD enzyme, colorimetric absorbance read-out | inhibition, % at 20 µM; in the data active = inhibition above about 26%; also: some compounds past the cut are filed as inactive
TbMetRS inhib = Trypanosoma brucei MetRS inhibition; purified T. brucei MetRS, ATP depletion, Kinase-Glo luminescence; inhibition, % at 11.9 µM; hit rate 0.4% among 360,000; AID 624268;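 active = inhibition above a per-plate cutoff of the control wells' mean inhibition plus 3 SD, cut at about 5.5% in these data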;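 also: 0% = DMSO wells median and 100% = median of wells with control inhibitor compound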
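Measured by: Kinase-Glo luciferase luminescence reporting remaining unconsumed ATP. Material: purified T. brucei MetRS enzyme. Doses: 11.9 µM compound single dose, 0.9% DMSO. Medium: HEPES buffer containing pyrophosphatase, BSA, spermine, DTT. Times: 15 min preincubation, 2 h reaction, all 25 °C. Reagent: methionine, ATP and bulk E. coli tRNA.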
SUMO1 PPI mod = SUMO1-SIM interaction modulation | P63165 | SUMO1 binding to a labelled peptide, TR-FRET, 1 h | inhibition, % at 20 µM | hit rate 0.33% among 360,000 | AID 602429; in the data active = inhibition above about 37%
Rpn11 block = blocks the human proteasome subunit Rpn11 | O00487 | human 26S proteasome, Ub4-pepOG fluorescence polarization; 20S core pre-blocked with epoxomicin | calls only at 20 µM | hit rate 0.59% among 360,000 | AID 588493;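 active = inhibition at 20 µM, scaled to each plate's controls, above about 33%, limit read from the data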
Scp-1 inhibitor = inhibitors of human Scp-1 phosphatase | hit rate 0.88% among 340,000 | Q9GZU7 | inhibition, % at 20 µM | Recombinant Scp1, phosphopeptide, malachite green phosphate absorbance;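 active = inhibition above about 50% at 20 µM, limit read from the data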;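 also: plate controls were DMSO wells with enzyme for no effect and wells lacking enzyme for full effect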
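Incubation: 45 min enzyme reaction at room temperature / System: truncated SCP-1 phosphatase (76-261aa) / Reagent: Phospho 17-mer peptide substrate / Buffer or medium: Acidic Tris acetate buffer with magnesium and detergent / Signal: absorbance at 630 nm / Doses: one concentration, 20 µM, with 1.0% DMSO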
STEP inh = inhibitors of human striatal-enriched phosphatase STEP | P54829 | recombinant STEP, OMFP fluorogenic substrate, fluorescence | inhibition, % at 20 µM | hit rate 0.25% among 360,000;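 active = inhibition at 20 µM, scaled per plate between control wells, above about 37%, limit read from the data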;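 also: 0% = DMSO with enzyme and substrate and 100% = substrate only without enzyme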
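Material: STEP (striatal-enriched tyrosine phosphatase) enzyme, cell-free | Medium: 50 mM Bis-Tris pH 6.0 with 2.5 mM DTT and 0.005% Tween 20 | Read-out: Percent inhibition scaled to no-enzyme and uninhibited-enzyme controls, plate-pattern corrected | Signal: Fluorescence read at 480 nm ex / 540 nm em | Times: 20 min reaction, room temperature, in the dark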
LMPTP inh = blocks human LMPTP phosphatase; AID 651560; inhibition, % at 20 µM; hit rate 0.22% among 360,000; recombinant LMPTP-A, OMFP fluorogenic substrate, fluorescence intensity;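 active = compounds that cut the enzyme signal by at least half of the control window in the single-dose screen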;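 also: plate controls were DMSO wells with enzyme plus substrate for no effect and substrate without enzyme for full effect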
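Test system: LMPTP-A phosphatase enzyme. Amount: LMPTP-A at 0.625 nM final in the reaction. Reagent: OMFP substrate, 400 µM final. Times: 50 min at room temperature. Signal: endpoint fluorescence intensity from OMFP dephosphorylation. Read-out basis: % inhibition. Benchmarks: no-enzyme and uninhibited controls.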
PABP1 MLLE inh = inhibitors of microRNA-mediated deadenylation, human PABP1 MLLE binding | P11940 | inhibition, % at 20 µM | GST-MLLE / FITC-PAM2 fluorescence polarization | hit rate 0.36% among 360,000; in the data active = inhibition above about 35%, passing the limit was not always enough;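 also: plate controls were DMSO wells with GST-MLLE for no effect and wells lacking GST-MLLE protein for full effect; some results filed as inactive read as strong as hits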
CSN deneddyl inh = CSN deneddylation inhibition; inhibition, % at 12.5 µM; Purified CSN, SCF-Nedd8-OG deneddylation, fluorescence polarization; AID 651999; Q92905; hit rate 0.38% among 360,000;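 active = pattern-corrected inhibition above about 35%, with an unprinted fluorescence ratio check between 0.5 and 1.5, limit read from the data, passing the limit was not always enough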;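 also: 0% = enzyme with substrate and 100% = substrate without enzyme; some results filed as inactive read as strong as hits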
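Material: purified human Csn5 enzyme expressed in HEK293T cells / Medium: Tris buffer pH 7.5, NaCl, DTT, Tween-20, trehalose, ovalbumin / Compound dosing: 12.5 µM single point / Schedule: 90 min incubation of compound, enzyme and substrate at room temperature / Signal: fluorescence polarization of the substrate / Control set: no-enzyme wells high, enzyme-with-substrate wells low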
* hit, by the source's call; i = inactive; / = not tested or not shown; + = active, no number. This is a random part of the collection; overall some 3.6% were active at least once.

nr	compound	DNMT1 inh	NadD inh	TbMetRS inhib	SUMO1 PPI mod	Rpn11 block	Scp-1 inhibitor	STEP inh	LMPTP inh	PABP1 MLLE inh	CSN deneddyl inh
1	CC(=O)c1cccc(NC(=O)CCc2nc3sc4c(c3c(=O)[nH]2)CCCC4)c1	12	7	-0.1	-5	+	17	1	3.9	-34	15
2	CCc1ccc(CN(C)C(=O)C2=CC=CN3CCS(=O)(=O)N=C23)cc1	3	0	-0.3	5	i	-5	-1	-1.1	-25	6
3	CCOc1cc(C(=O)Nc2ccc(S(=O)(=O)Nc3cc(C)on3)cc2)cc(OCC)c1OCC	2	1	-0.3	3	i	-7	0	-0.8	-1	6
4	CC1CCCC(C)N1C(=O)CSc1nc(N)c(-c2ccccc2)c(=O)[nH]1 (stereo not drawn)	-2	5	-0.4	-2	i	6	-2	0.4	3	0
5	Cc1cccc(-c2cc(N3CCCN(C)CC3)n3nccc3n2)c1	-2	-3	-0.2	-94	i	/	-2	5.7	3	9
6	Cc1ccc(O)c(N=CC2=C(O)c3ccccc3C2=O)c1	57*	10	0.6	15	i	-10	2	3.8	-27	-1
7	O=[N+]([O-])c1c(NCCO)cc(Sc2nc3ccccc3s2)c2nonc12	-12	9	-0.1	48*	i	-8	-11	0.6	35	13
8	CNC(=O)Nc1cc(C)nn1C	1	-5	-0.1	1	i	-1	2	-1.0	11	2
9	Cc1ccccc1CSCCC(=O)NCCc1ccccc1	0	-9	-0.8	3	i	-9	-2	-1.6	2	3
10	Cc1ccc(/C(N)=N/OC(=O)/C=C/c2ccccc2)cc1	-5	0	-0.8	-6	i	-11	3	2.5	3	9

(next part)
nr	compound	DNMT1 inh	NadD inh	TbMetRS inhib	SUMO1 PPI mod	Rpn11 block	Scp-1 inhibitor	STEP inh	LMPTP inh	PABP1 MLLE inh	CSN deneddyl inh
11	CC1=C(C(=O)OCC2CCCO2)C(c2ccccc2)C2=C(CC(C)(C)CC2=O)N1 (stereo not drawn)	0	1	0.3	-7	i	-5	1	0.1	6	-15
12	O=C1CCCCCCCCCC/C(=N\O)CCCO1	3	-3	-0.9	5	i	0	1	-0.6	10	0
13	CC1CCN(C(=O)c2ccc(NC(=O)CC3SC(N4CCCC4)=NC3=O)cc2)CC1 (stereo not drawn)	2	3	-0.4	2	i	-3	2	-0.1	11	-1
14	O=C(COc1ccc(-n2cnnn2)cc1)Nc1ccc(F)c(F)c1	0	1	-0.1	1	i	-8	1	-0.3	6	5
15	COc1ccc(CC(=O)Nc2cc(S(=O)(=O)N3CCOCC3)ccc2N2CCOCC2)cc1OC	-1	-4	-0.4	2	i	-3	0	-2.1	-13	-4
16	CCCCNC(=O)C1=C(N)C(C(=O)Nc2ccc(C)c(S(=O)(=O)N3CCCCC3)c2)SC1=Nc1ccc(C)cc1C (stereo not drawn)	-15	40*	-1.1	0	i	-7	1	2.2	-4	-3
17	CCn1c(=O)cc(OCC(=O)NCCCN2CCN(c3cccc(Cl)c3)CC2)c2ccccc21	-3	1	-0.2	2	i	-13	1	0.6	2	0
18	Cn1c(=O)[nH]c(=O)c2c1nc(SCC(=O)O)n2CCOc1ccccc1	2	-5	-0.4	-4	i	-12	6	2.2	-18	0
19	NS(=O)(=O)c1cccc(NC(=O)COC(=O)CCC2CCCC2)c1	0	-1	-0.1	0	i	-18	1	-0.8	-2	1
20	COc1ccccc1C(=O)C1CCCN(C(=O)CCn2cnnn2)C1 (stereo not drawn)	11	-6	-1.6	-3	i	-7	0	-0.6	-2	3

Later entries
nr	compound	DNMT1 inh	NadD inh	TbMetRS inhib	SUMO1 PPI mod	Rpn11 block	Scp-1 inhibitor	STEP inh	LMPTP inh	PABP1 MLLE inh	CSN deneddyl inh
21	CCN(CC)C(=O)Oc1cc2c(-c3cc4cccc(OC)c4o3)cc(=O)oc2cc1C	-3	-1	0.1	-7	i	-17	4	6.1	-19	8
22	O=C(NP(=O)(N1CCOCC1)N1CCOCC1)C1=C(N2CCOCC2)/C(=C\c2ccccc2)CC1	-3	-21	-0.3	-4	i	-21	-1	0.8	8	-19
23	CC1CC(C)(C)CC2(C1)NC(=O)N(CC(=O)Nc1nccs1)C2=O (stereo not drawn)	1	-4	-0.6	1	i	-9	-2	-0.5	2	0
24	CCCOC(=O)C(C)Sc1n[nH]c(=O)[nH]c1=O (stereo not drawn)	2	0	0.8	0	i	-7	5	-1.3	0	3
25	CCOC(=O)C1CCCN(CC(O)COc2ccc(OC)cc2C(C)(C)C)C1 (stereo not drawn)	-1	-4	-1.4	4	i	-4	2	-1.6	3	-2
26	COCCN(C(=O)COC(=O)c1cc2c(s1)CCCC2)c1c(N)n(Cc2ccccc2)c(=O)[nH]c1=O	-2	8	-0.4	1	i	6	4	0.0	-3	6
27	CC(=O)NC1=NN(C(C)=O)C(c2cccc([N+](=O)[O-])c2)S1 (stereo not drawn)	-1	1	-0.8	-6	i	-6	-1	-1.1	-13	3
28	O=C1c2ccccc2C(=O)N1CCC(c1ccccc1)c1ccco1 (stereo not drawn)	4	-9	-1.1	-10	i	-7	-6	1.2	4	0
29	FC(F)(F)c1ccccc1/C=N/N1CCN(Cc2ccccc2)CC1	2	4	0.6	-2	i	-4	1	-1.0	10	1
30	CC(C)n1c2ccccc2c2nnc(SCC(=O)OCN3C(=O)c4ccccc4C3=O)nc21	-2	18	-0.1	-7	i	-2	0	1.1	1	2

Further compounds:
nr	compound	DNMT1 inh	NadD inh	TbMetRS inhib	SUMO1 PPI mod	Rpn11 block	Scp-1 inhibitor	STEP inh	LMPTP inh	PABP1 MLLE inh	CSN deneddyl inh
31	COc1ccccc1C(=O)NCCSCc1c(F)cccc1Cl	-1	-4	-0.9	1	i	-6	0	1.0	5	-3
32	NC(=O)C1CCN(C(=O)c2ccc(CS(=O)(=O)c3c(Cl)cccc3Cl)o2)CC1	2	-2	-0.2	-5	i	-6	1	-1.8	11	0
33	COC(=O)C1(C(F)(F)F)N=C(N(C)C)OC(N(C)C)=N1	-3	-3	-1.2	1	i	-9	-3	-2.0	1	-1
34	CC1CCCCN1C(=O)CCNS(=O)(=O)c1ccc2c(c1)c(=O)n(C)c(=O)n2C (stereo not drawn)	0	-2	-0.3	1	i	-6	0	-0.9	7	-5
35	Cc1cccc(N(C(=O)c2snc(C(N)=O)c2N)C(C)C(=O)NCC2CCCO2)c1 (stereo not drawn)	0	2	-1.2	-13	i	0	-1	0.4	7	-3
36	CN(C)/N=C/c1cc([N+](=O)[O-])ccc1O	0	-1	0.5	-27	i	-9	0	0.4	-12	3
37	O=C(NCc1ccccc1)c1c[nH]c2ccccc2c1=O	0	-6	2.6	3	i	1	1	0.4	5	2
38	NC(=O)Cc1nc(-c2ccc(Br)cc2)cs1	-9	2	-0.1	2	i	-4	0	0.3	-4	-5
39	O=C(CSc1ccc2nnc(-c3ccccn3)n2n1)N1CCOCC1	8	-2	-0.6	4	i	-10	-1	0.4	-6	5
40	COCCNC(=O)COc1ccccc1C	0	2	-0.5	-1	i	-5	-2	-0.7	1	-4

Remaining list, next part:
nr	compound	DNMT1 inh	NadD inh	TbMetRS inhib	SUMO1 PPI mod	Rpn11 block	Scp-1 inhibitor	STEP inh	LMPTP inh	PABP1 MLLE inh	CSN deneddyl inh
41	C=CCOCCN(CCOCC=C)C1=NS(=O)(=O)c2ccccc21	2	-2	0.1	-1	i	-11	1	-0.9	-5	8
42	O=C(Cn1c(-c2cscn2)nc2ccccc21)Nc1ccccc1F	0	-2	-0.6	4	i	-11	15	-0.4	-1	-1
43	O=C(COC(=O)C1=COCCO1)NC(=O)c1ccc(OC(F)F)cc1	0	-7	-0.3	0	i	-5	-3	-0.5	11	-6
44	O=C1OCCC1Sc1ncnc2sccc12 (stereo not drawn)	-5	-2	-0.1	-2	i	-2	-2	-1.0	18	3
45	CN(CC(=O)N1CCCCC1)S(=O)(=O)c1cccc2cccnc12	-2	2	-0.2	-1	i	-9	-2	-1.5	-5	-3
46	O=C(c1ccccn1)N1CCN(c2cccc(C(F)(F)F)c2)CC1	5	1	-0.6	0	i	-7	-2	-0.5	-3	6
47	COCCCC1CCN(C(=O)c2cc(COc3ccc(C)nc3)on2)CC1	4	2	-0.3	5	i	-2	0	1.2	-7	-1
48	CCSc1nnc(NC(=O)C(NC(=O)c2ccc(Cl)cc2)C(C)C)s1 (stereo not drawn)	3	1	-0.6	4	i	-13	1	-0.3	-1	1
49	CCCCCCN1CCN(C2CN(Cc3cn(Cc4cccc(Cl)c4)nn3)S(=O)(=O)C2)CC1 (stereo not drawn)	/	-3	-2.1	-2	/	/	/	-0.4	/	-7
50	COc1ccc(C2CC(=O)Nc3n[nH]c(-c4ccccc4)c32)cc1OC (stereo not drawn)	1	2	-0.9	2	i	-3	2	-2.0	5	-4
51	CCC[C@H]1CN(c2ccc(OC)cc2)C(=O)[C@@H]1CC(=O)NC	2	-2	-0.8	0	i	/	3	-0.1	-8	3
